OX1R antag-1 – antagonists of human orexin 1 receptor. inhibition, % at 5 µM. 0.43% of 330,000 active. O43613. AID 434989. CHO/OX1R cells, Fluo-8 calcium fluorescence, orexin A;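 active = inhibition above its plate's threshold, mean inhibition of all tested compounds on the plate plus 3 SD, cut at about 37% in these data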;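 also: 0% = orexin A challenge wells and 100% = SB-334867-A antagonist wells; not every result past the cut was called active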
Target sequence (O43613 whole entry, looked up): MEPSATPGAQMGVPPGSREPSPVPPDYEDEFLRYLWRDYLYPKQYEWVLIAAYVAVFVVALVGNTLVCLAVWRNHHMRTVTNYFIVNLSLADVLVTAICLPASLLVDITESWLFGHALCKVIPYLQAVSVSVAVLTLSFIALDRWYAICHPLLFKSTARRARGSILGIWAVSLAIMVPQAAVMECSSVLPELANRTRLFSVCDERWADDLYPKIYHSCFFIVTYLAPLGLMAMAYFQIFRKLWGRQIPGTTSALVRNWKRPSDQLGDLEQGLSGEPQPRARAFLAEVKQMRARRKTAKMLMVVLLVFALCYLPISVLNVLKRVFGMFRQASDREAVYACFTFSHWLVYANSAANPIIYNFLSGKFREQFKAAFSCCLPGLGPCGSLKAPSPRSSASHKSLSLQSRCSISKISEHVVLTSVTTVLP
OX1R antag-2 – antagonists of human orexin 1 receptor (OX1R). OX1R-expressing cells, FRET antagonist read-out. AID 485270. inhibition, % at 6.6 µM. 1.8% of 330,000 active. O43613; in the data active = inhibition mostly above about 38%, no sharp cut-off; inactive = mostly below about 40%;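 also: 0% = agonist challenge alone and 100% = reference antagonist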
STK33 inh – inhibitors of human STK33 kinase; purified STK33, MBP phosphorylation, ADP-Glo luminescence; inhibition, % at 10 µM; 0.073% of 320,000 active; AID 2661;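 active = inhibition at or above 25%, using the most active replicate where run in duplicate; inactive = inhibition below 25%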
Target sequence (Q9BYT3 whole entry, looked up): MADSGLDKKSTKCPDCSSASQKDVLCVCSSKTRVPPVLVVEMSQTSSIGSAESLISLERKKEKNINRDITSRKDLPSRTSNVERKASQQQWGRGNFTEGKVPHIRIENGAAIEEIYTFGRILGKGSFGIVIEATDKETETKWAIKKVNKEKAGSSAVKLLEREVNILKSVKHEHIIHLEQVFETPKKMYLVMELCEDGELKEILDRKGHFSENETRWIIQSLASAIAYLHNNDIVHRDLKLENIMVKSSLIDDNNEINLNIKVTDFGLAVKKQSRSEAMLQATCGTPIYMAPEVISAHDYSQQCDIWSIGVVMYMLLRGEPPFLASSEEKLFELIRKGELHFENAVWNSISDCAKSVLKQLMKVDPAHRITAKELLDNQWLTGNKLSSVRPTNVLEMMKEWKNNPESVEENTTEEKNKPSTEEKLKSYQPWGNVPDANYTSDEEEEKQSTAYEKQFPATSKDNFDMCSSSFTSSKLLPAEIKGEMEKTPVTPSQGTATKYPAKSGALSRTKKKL
The depositor's hits bear a star; . = no result given.

SMILES	OX1R antag-1	OX1R antag-2	STK33 inh
Cc1cc(C)nc(SCCS(=O)(=O)Cc2ccc(Cl)cc2)n1	-26	5	-0.5
COc1ccc(C2C(C#N)=C(N)N3C(=C2C#N)Sc2ccccc23)cc1 (stereo not drawn)	-1	8	-1.8
c1ccc2c(c1)[nH]c1c3ccccc3sc21	-5	13	1.6
Cc1ccc(CN2C(=O)CCC2C(=O)NC2CCCC2)cc1 (stereo not drawn)	-13	14	-0.4
CCc1ccc(NC(=O)C2=CC=CN3CCS(=O)(=O)N=C23)cc1	-2	-1	-1.2
Cc1ccc(CNC(=O)C2CCCN(S(=O)(=O)c3c(C)noc3C)C2)cc1 (stereo not drawn)	-25	13	0.3
O=C1CC(N2CCN(c3ccc(Cl)cc3)CC2)C(=O)N1c1ccccc1 (stereo not drawn)	-7	7	-0.9
Cc1ccc(N(C(=O)c2csnn2)C(C(=O)NC2CCCCC2)c2cccnc2)cc1 (stereo not drawn)	-35	5	-1.7
CCCCS(=O)(=O)C1CCS(=O)(=O)C1 (stereo not drawn)	-3	13	-11
Cc1ccccc1C(C(=O)NC1CCCC1)N(C(=O)Cc1cccs1)c1ccc2c(c1)OCCO2 (stereo not drawn)	-10	15	0.6
COCCN1CCn2c(nc3cc(NC(=O)c4ccc(OC)cc4)ccc32)C1	-20	20	-1.0
CCN(C(=O)CSc1nnc(-c2ccncc2)n1-c1ccccc1)C1CCS(=O)(=O)C1 (stereo not drawn)	6	12	-0.1
CSCCC(=O)Nc1cc(S(=O)(=O)N2CCOCC2)ccc1N1CCN(C)CC1	9	11	-0.9
CCCC12CN3CC(C)(CN(C1)C3c1ccc([N+](=O)[O-])o1)C2=O (stereo not drawn)	-6	20	-1.3
COC(=O)c1ccc(CN(C(C)=O)c2ccccc2)o1	-18	6	-1.0
O=C(CCNS(=O)(=O)c1ccc(Br)cc1)N1CCN(c2ccccc2O)CC1	-15	20	.
CC(C)CC(C)NC(=O)c1ccc(C(F)(F)F)cc1 (stereo not drawn)	-18	7	-0.6
COc1ccc(NC(=O)CC2C(=O)N(Cc3ccco3)C(=S)N2C(C)C)cc1 (stereo not drawn)	-15	37	-1.5
Cc1ccc(CN2C(=O)C(CC(C)C)Nc3ncnc(N4CCOCC4)c32)cc1 (stereo not drawn)	-16	8	-0.1
CSc1ccc(CN(C)CC(=O)NC(=O)NCCC2=CCCCC2)cc1	-12	12	1.1
C/C(=N\NC(=O)Nc1ccccc1)c1ccccc1	-18	0	0.7
Cc1ccc(-n2ncc(C(=O)Nc3cc(Cl)ccc3Cl)c2C2CCNCC2)cc1	-29	3	0.3
COc1ccc(NC(=O)c2sc(=S)[nH]c2N)cc1	-5	5	0.5
O=S(=O)(/C=C/c1ccccc1)Oc1ccccc1	-1	6	-2.0
COc1ccc(C(=O)CN2CCN(c3cc(C)nc4ccccc34)CC2)cc1	-38	5	-0.9

Given with each value named: entries from further up
COCCN1CCn2c(nc3cc(NC(=O)c4ccc(OC)cc4)ccc32)C1
  OX1R antag-1 = -20
  OX1R antag-2 = 20
  STK33 inh = -1.0
CCN(C(=O)CSc1nnc(-c2ccncc2)n1-c1ccccc1)C1CCS(=O)(=O)C1 (stereo not drawn)
  OX1R antag-1 = 6
  OX1R antag-2 = 12
  STK33 inh = -0.1
CSCCC(=O)Nc1cc(S(=O)(=O)N2CCOCC2)ccc1N1CCN(C)CC1
  OX1R antag-1 = 9
  OX1R antag-2 = 11
  STK33 inh = -0.9
CCCC12CN3CC(C)(CN(C1)C3c1ccc([N+](=O)[O-])o1)C2=O (stereo not drawn)
  OX1R antag-1 = -6
  OX1R antag-2 = 20
  STK33 inh = -1.3

The listing continues.
SMILES	OX1R antag-1	OX1R antag-2	STK33 inh
COc1ccc(OC)c(NC(=O)CN2C(=O)c3ccccc3S2(=O)=O)c1	0	-2	0.6
O=C(Cn1cncn1)N/N=C/c1cc([N+](=O)[O-])ccc1O	-14	16	-2.8
NC(=O)CNC(=O)C1CCCc2c1[nH]c1ccc(Cl)cc21 (stereo not drawn)	-3	2	0.2
C#CCOCCOCCOCCNc1nc(N2CCN(C(=O)[C@H](CCC(=O)O)n3cc(C(N)Cc4ccc(O)cc4)nn3)CC2)nc(N2CCN(C(=O)[C@H](CCC(=O)O)n3cc(C(N)Cc4ccc(O)cc4)nn3)CC2)n1 (stereo partly drawn)	-5	-1	-1.2
O=C(C1CC(=O)N(c2ccc(F)cc2)C1)N1CCOCC1 (stereo not drawn)	-4	9	-0.5
CCOC(=O)c1cc2ccc3ccccc3c2oc1=O	7	27	0.7
CCOC(=O)c1c(C)[nH]c(C)c1S(=O)(=O)NCCc1sccc1C	-27	26	-0.8
COc1cc(/C=N/NC(=O)c2ccc(NS(=O)(=O)c3cccs3)cc2)cc(OC)c1O	2	11	-2.9
COc1ccccc1CNC(=O)CN1C(=O)NC2(CCCCCC2)C1=O	-28	3	0.1
Cc1ccc(S(=O)(=O)N2CCC3(CC2)OCCO3)c(C)c1	2	7	-1.1
CCCN(CCC)CCNC(=O)Cn1cnc2sc(C)c(S(=O)(=O)N3CCOCC3)c2c1=O	-8	6	-3.9
CCCCn1c(C(C)O)nc2ccccc21 (stereo not drawn)	6	6	-0.6
O=C(C1COc2ccccc2O1)N1CCN(c2ccc(C(F)(F)F)cn2)CC1 (stereo not drawn)	-15	7	-0.5
O=C(NC(=S)NC1CCCCCC1)c1cncc(Br)c1	-50	6	0.1
CC(=O)Nc1cc(S(=O)(=O)Nc2ccccc2)c(C)cc1C	-16	1	0.1
CC(=O)c1c(N2CCCC2)[nH]c(-c2ccccc2)nc1=S	-23	15	-1.4
O=C(Nc1ccccc1C(=O)NCc1cccnc1)c1ccco1	-23	23	10
O=C(CSc1nnc(-c2ccccc2)n1Cc1ccccc1)N1CCOCC1	-16	9	-1.0
COc1ccc(CNS(=O)(=O)NCc2ccccc2F)cc1	-2	1	0.9
CC(=O)N(NC(=O)c1ccccc1Cl)C1CC(=O)N(c2ccc(C)cc2)C1=O (stereo not drawn)	-7	7	-2.6
O=C(COC(=O)COc1ccccc1)Nc1ccc(OC(F)(F)F)cc1	-9	11	0.8
CC(=O)NNC(=O)c1sc(=S)n(C)c1C	-9	0	-0.6
CCCn1c(N)c(N2CCCCC2)c(=O)n(CC(=O)Nc2ccccc2C)c1=O	-18	34	-1.6
CC(C)(C)c1ccc(-n2ncc3c2CCCC3NC(=O)CCN2CCCCC2=O)cc1 (stereo not drawn)	-12	27	-3.0
O=C(NCc1ccccc1)C(c1cccnc1)N(C(=O)c1csnn1)c1ccccc1 (stereo not drawn)	-32	6	-1.7

(further entries)
SMILES	OX1R antag-1	OX1R antag-2	STK33 inh
CC(C)CCNC(=S)Nc1ccccn1	1	14	-0.4
NC(=O)CSc1n[nH]c(=O)n1CCc1ccccc1	-16	4	0.3
CCOc1nc(-c2ccccc2)ccc1-c1noc(-c2cccnc2)n1	-13	3	-0.6
COc1ccc(C(=O)Nc2cc(-c3ccccc3)nn2-c2ccccc2F)cc1	-22	17	0.2
COc1cccc(NS(=O)(=O)c2ccc(-n3cccn3)cc2)c1	-11	27	-1.0
CC1CCN(CCNC(=O)C2CCN(S(=O)(=O)c3cccc4nsnc34)CC2)CC1	-11	47	1.7
CCCCc1ccc(NC(=O)N[C@H](C(=O)O)C(C)CC)cc1 (stereo partly drawn)	-13	19	-0.3
COc1ccc(OC)c(C2CC(=O)OC3=C2C(=O)CC(C)(C)C3)c1 (stereo not drawn)	7	10	-3.0
Cc1cc(C(=O)NCC(c2ccco2)N(C)C)no1 (stereo not drawn)	1	2	0.8
CC(NC(=O)COC(=O)CNC(=O)C1CCCCC1)c1ccccc1 (stereo not drawn)	-7	1	0.0
CN(C(=O)C1CCC(=O)N(CCCN2CCCC2=O)C1)C(C1CC1)C1CC1 (stereo not drawn)	-4	-2	-0.7
CC(C)CC(=O)N1CCN(C(=O)c2cccc(F)c2)CC1	-17	18	0.8
CCCCN(C)CCC(=O)Nc1ccc2c(c1)CCC2	-43	11	-2.1
COC(=O)c1ccc2c(=O)n(CC3CCCO3)c(SCC(=O)NCCc3ccc(S(N)(=O)=O)cc3)nc2c1 (stereo not drawn)	-3	11	-0.4
Nc1nc2c(ncn2COCCO)c(=O)[nH]1	-3	17	-1.6
O=C(NCCC(NS(=O)(=O)OCC(Cl)(Cl)Cl)c1ccccc1)C(F)(F)F (stereo not drawn)	-26	11	-1.1
CCSc1nnc(NC(=O)[C@@H](NC(=O)c2ccc(C(C)(C)C)cc2)C(C)C)s1	-56	12	-1.3
Cc1noc(NS(=O)(=O)c2ccc(N/C=C\C(=O)c3ccc(Br)cc3)cc2)c1C	-11	12	3.0
CC(OC(=O)CCN1C(=O)C2CC=CCC2C1=O)C(=O)Nc1cccc(C#N)c1 (stereo not drawn)	-14	6	-3.3
Cc1ccc(-c2cc(C(=O)Nc3cc(C(=O)O)ccc3C)c3ccccc3n2)cc1	-13	19	0.0
O=C(COc1cc([N+](=O)[O-])cc2cccnc12)NCCC1=CCCCC1	-15	12	0.8
CON(C)S(=O)(=O)c1ccc2c(c1)NC(=O)C1CCCN21 (stereo not drawn)	-16	4	-0.7
Cc1noc(C)c1C(=O)N1CCN(S(=O)(=O)c2ccc(F)cc2)CC1	-8	19	0.1
COc1ccc(CCNC(=O)C2CC(=O)N(C3CCCCCCC3)C2)cc1OC (stereo not drawn)	-18	2	0.2
C[C@H](CO)N1C[C@H](C)[C@@H](CN(C)Cc2ccncc2)Oc2c(NC(=O)CCC(F)(F)F)cccc2C1=O	-28	5	-0.6

Additional records follow.
SMILES	OX1R antag-1	OX1R antag-2	STK33 inh
Cc1ccnc(NC(=O)C2CC(=O)N(c3ccc4c(c3)OCCO4)C2)c1 (stereo not drawn)	-6	-1	-1.0
O=C(COc1coc(CN2CCN(c3cccc(Cl)c3)CC2)cc1=O)NC1CCCC1	-16	5	.
COc1ccc(OC)c(/C=N/NC(=O)c2ccc(=O)[nH]n2)c1	-12	18	-0.5
CCCCCCC(=O)Nc1ccc(Cl)cn1	-21	13	-3.1
CCOC(=O)C1CCN(c2cc3c(cc2NC(=O)c2ccccc2F)n(C)c(=O)n3C)CC1	-34	7	1.2
Cc1cc(C)cc(N(CC(=O)NCc2ccco2)S(=O)(=O)c2ccccc2)c1	-22	17	0.3
C=CCNC(=O)C1CCN(c2ccc(S(=O)(=O)N3CCOCC3)cc2Cl)CC1	-16	1	-0.5
COC(=O)c1ccccc1NC(=S)NC(=O)COc1ccccc1Cl	-28	13	-0.3
COC(=O)C(CCSC)NC(=O)Cn1ncc2c(=O)oc3ccccc3c21 (stereo not drawn)	-6	-4	1.5
CCCCCCCc1c(O)nc(SCC(=O)O)[nH]c1=O	-11	12	-1.4
CC(=O)c1ccc(NC(=O)c2cc(Cl)sc2Cl)cc1	-5	6	-1.0
Cc1c(C(=O)c2no[n+]([O-])c2C(=O)c2cnn(C)c2C)cnn1C	-10	21	-1.9
CCS(=O)(=O)Nc1ccc(C2=NN(S(=O)(=O)c3ccc(F)cc3)C(c3ccco3)C2)cc1 (stereo not drawn)	-3	16	1.5
Cc1ccc(OCC(=O)N/N=C/c2ccncc2)cc1	0	30	0.2
COc1ccc(/C=N/N2CCOCC2)cc1COc1ccc(F)cc1	-7	9	-0.9
Cc1ccccc1COc1ccc(-c2nn[nH]n2)cc1	0	4	-1.6
Cc1ccc2c(c1)N(CC(=O)NCC1CCCO1)C(=O)C(C)O2 (stereo not drawn)	-16	8	2.3
C/C(=N/N1CCN(Cc2cccc3ccccc23)CC1)c1ccco1	-22	5	-3.8
Cc1c(Cl)cccc1-n1nnnc1-c1cccs1	-2	12	0.1
COc1ccc(NC(=S)NC2CC3CCCC(C2)N3C2CC2)cc1 (stereo not drawn)	-1	15	-1.0
Nc1ccccc1SCc1cc([N+](=O)[O-])cc2c1OCOC2	-9	10	0.4
CCN(CC)CCn1c(NCc2cccc(OC)c2OC)nc2ccccc21	-42	16	-1.2
CC(=O)/C(N=Nc1ccc2c(c1)OCCO2)=C(\C)O	-9	32	1.3
CCc1ccc(N2CC(C(=O)Nc3cccc(C(=O)NC4CC4)c3)CC2=O)cc1 (stereo not drawn)	4	6	0.9
Cc1ccc(NC(=O)CCC(=O)NNC(=O)NC23CC4CC(CC(C4)C2)C3)cc1C	-22	3	.

Further structures follow:
SMILES	OX1R antag-1	OX1R antag-2	STK33 inh
O=C(NCCO[N+](=O)[O-])c1cccnc1	-4	16	-1.8
Cc1nnc(NC(=O)c2c(F)cccc2F)s1	-4	3	8.3
Cc1cccc(OCC(=O)N=Nc2c(O)[nH]c3ccc([N+](=O)[O-])cc23)c1	2	31	-1.4
COC(=O)C1=C(C)N(c2cccc(C)c2)C(=O)/C1=C\c1cccs1	-33	15	-0.8
CCCCCCOc1ccc(N2C(=O)CC(SCCN)C2=O)cc1 (stereo not drawn)	-13	10	0.0
Cc1ccc(NC(=O)C2CC(=O)Nc3ncnn32)cc1Cl (stereo not drawn)	-6	5	-0.5
O=C(CCN1C(=O)c2ccccc2C1=O)Nc1sc2c(c1C(=O)NCc1ccco1)CCCC2	-20	15	-1.9

Part of the list above, with values under each structure:
Every second line gives: OX1R antag-1 | OX1R antag-2 | STK33 inh
COC(=O)C1=C(C)N(c2cccc(C)c2)C(=O)/C1=C\c1cccs1
    -33 | 15 | -0.8
Cc1cccc(OCC(=O)N=Nc2c(O)[nH]c3ccc([N+](=O)[O-])cc23)c1
    2 | 31 | -1.4
Cc1nnc(NC(=O)c2c(F)cccc2F)s1
    -4 | 3 | 8.3
O=C(CCN1C(=O)c2ccccc2C1=O)Nc1sc2c(c1C(=O)NCc1ccco1)CCCC2
    -20 | 15 | -1.9
Cc1ccc(NC(=O)C2CC(=O)Nc3ncnn32)cc1Cl (stereo not drawn)
    -6 | 5 | -0.5
O=C(NCCO[N+](=O)[O-])c1cccnc1
    -4 | 16 | -1.8
CCCCCCOc1ccc(N2C(=O)CC(SCCN)C2=O)cc1 (stereo not drawn)
    -13 | 10 | 0.0
